Compound activity deposited in PubChem BioAssay by several laboratories.
phage Ecoli inh: E. coli growth loss with phage present | AID 651602 | 0.26% of 360,000 active | inhibition, % at 11.9 µM | growth absorbance; in the data active = inhibition above about 11%
Tat transport: E. coli Tat transport inhibition | E. coli MC4100 TorA-mCherry Tat export, fluorescence | inhibition, % at 10 µM | 0.036% of 340,000 active | AID 488895;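 active = mean replicate inhibition at least 50% and at least half of replicates individually reaching 50%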;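 also: exported cargo escapes ClpAP degradation while cytoplasmic cargo is degraded and loses fluorescence; 0% = median of neutral control wells and 100% = median of NaSCN control wells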
PfHsp90 set2: growth inhibition of yeast expressing Plasmodium Hsp90; inhibition, % at 9.4 µM; AID 504621; S. cerevisiae expressing PfHsp90, BacTiter-Glo ATP, 48 h; yeast lacking PDR1 and PDR3 efflux regulators; 0.32% of 310,000 active;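 active = every replicate shows inhibition above about 80%, whatever the replicate mean, limit read from the data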;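 also: 0% = DMSO neutral controls and 100% = 20 µM radicicol positive controls; yeast relying on Plasmodium falciparum Hsp90 in place of its own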
OPRM1-OPRD1 ag: OPRM1-OPRD1 heterodimerization agonism; P35372+P41143; cells, luminescence; activation, % at 9.3 µM; 0.3% of 340,000 active; in the data active = activation above about 18%;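 also: 0% = vehicle-treated cells and 100% = reference agonist; values of inactives mirror those of a sister screen read the other way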
Arr AP2 block: blocks beta-arrestin peptide binding to AP2 adaptin | inhibition, % at 10 µM | 0.31% of 340,000 active | FITC-arrestin peptide / GST-AP2 beads, flow cytometry; AP2 beta2 appendage carries R879A mutation;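 active = inhibition above a set limit, near 3 SD of compounds lacking own fluorescence, cut at about 54% in these data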;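 also: plate controls were DMSO wells for no effect and 5 µM unlabelled arrestin peptide for full effect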
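System: GST-AP2 R879A glutathione beads | Also added: FITC-arrestin peptide, 50 nM | Times: 12 min plus 1 h, RT | Signal: Bead flow cytometry, FITC channel | Buffer or medium: PBS with 0.05% Tween 20 and 0.1% BSA | Read-out basis: Percent drop in bead-associated FITC signal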
MOR-DOR inv ag: inverse agonist of human OPRM1-OPRD1 heterodimerization. cell-based MOR-DOR heterodimer luminescence, inverse agonism. inhibition, % at 9.3 µM. 0.21% of 340,000 active. P35372+P41143. AID 504357; in the data active = inhibition above about 22%, passing the limit was not always enough;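 also: 0% = cells with DMSO and 100% = wells without cells with DMSO; values of inactives mirror those of a sister screen read the other way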
PKA-R1A act: activators of PKA-R1A complex. AID 504707. activation, % at 11.4 µM. 0.083% of 340,000 active. P00514+P68181. PKA-R1A dissociation, Cy5-IP20 fluorescence polarization; scaled: DMSO 0%, 113 µM cGMP 100%;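 active = percent activation above the mean of all tested compounds plus 3 SD, cut at about 19% in these data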;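 also: higher means more PKAc released from R1A so a rise in polarization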
AddAB inh: less growth of phage-infected E. coli with AddAB | E. coli expressing H. pylori AddAB, absorbance growth | inhibition, % at 11.9 µM | 0.29% of 330,000 active; in the data active = inhibition above about 12%;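 also: 0% = vehicle wells of infected cells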
Ecoli viability: counter-screen for AddAB inhibitors: E. coli growth inhibition; E. coli V3065 growth, OD600 absorbance, 18 h; inhibition, % at 11.9 µM; 0.27% of 330,000 active;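 active = inhibition above the campaign's mean inhibition across all tested compounds plus 3 SD, cut at about 9.9% in these data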;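 also: uninfected addAB+ strain grown without phage in ampicillin broth; 0% = DMSO wells and 100% = ciprofloxacin 0.95 µg/ml wells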
DSG3 Ab inh: blocks pemphigus antibody binding to human desmoglein-3 | P32926 | DSG3-coupled beads, scFv-anti-DSG3-GFP binding, flow cytometry; hits give low values | binding (percent of control), % at 10 µM | 0.48% of 310,000 active | AID 588358;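 active = binding more than 3 SD below its plate's average and above zero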;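 also: hits lower antibody fragment binding to DSG3; some compounds called inactive have numbers as strong as hits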
Target sequence (P32926 whole entry, looked up, the tested form may be a part): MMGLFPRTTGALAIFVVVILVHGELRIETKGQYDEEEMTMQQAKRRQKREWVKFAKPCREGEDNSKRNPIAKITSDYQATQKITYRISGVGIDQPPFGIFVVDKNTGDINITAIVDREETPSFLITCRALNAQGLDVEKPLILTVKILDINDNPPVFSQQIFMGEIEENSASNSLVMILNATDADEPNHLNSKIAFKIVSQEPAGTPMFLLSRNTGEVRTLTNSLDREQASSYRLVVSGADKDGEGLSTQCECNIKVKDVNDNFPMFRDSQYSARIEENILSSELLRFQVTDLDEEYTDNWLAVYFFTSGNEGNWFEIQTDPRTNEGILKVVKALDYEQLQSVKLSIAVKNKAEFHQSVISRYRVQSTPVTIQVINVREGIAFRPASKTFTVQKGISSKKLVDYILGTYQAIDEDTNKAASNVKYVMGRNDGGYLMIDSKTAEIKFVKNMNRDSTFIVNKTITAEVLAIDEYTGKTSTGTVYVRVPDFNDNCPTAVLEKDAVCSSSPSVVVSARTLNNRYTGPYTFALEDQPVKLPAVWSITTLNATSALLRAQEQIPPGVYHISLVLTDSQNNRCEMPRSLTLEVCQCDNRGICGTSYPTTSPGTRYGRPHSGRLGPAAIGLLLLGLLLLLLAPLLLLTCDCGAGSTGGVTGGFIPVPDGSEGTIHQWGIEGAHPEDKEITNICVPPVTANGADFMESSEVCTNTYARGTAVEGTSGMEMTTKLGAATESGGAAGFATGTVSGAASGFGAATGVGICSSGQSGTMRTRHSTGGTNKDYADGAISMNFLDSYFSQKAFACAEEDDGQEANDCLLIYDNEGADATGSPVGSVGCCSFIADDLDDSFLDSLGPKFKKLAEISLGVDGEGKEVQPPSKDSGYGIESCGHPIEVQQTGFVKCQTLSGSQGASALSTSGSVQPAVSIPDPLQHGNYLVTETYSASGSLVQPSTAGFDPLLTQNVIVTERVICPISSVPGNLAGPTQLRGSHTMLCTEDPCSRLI
SUMO Mot1 rescue: SUMOylation pathway inhibition by Mot1-301 growth rescue; S. cerevisiae Mot1-301 growth rescue, ATP luminescence, 38.5C; percent above DMSO median, 100 means doubled; growth rescue, % at 18.8 µM; 1% of 320,000 active;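 active = every valid replicate shows activation above 250% relative to neutral control wells; inactive = the rest, any valid replicate at or below 250%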;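 also: OY570 slx delta 5 strain wells were the positive control but not used for scaling; some compounds called inactive have numbers as strong as hits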
* = called active by the depositor; / = not tested or not shown.

SMILES | phage Ecoli inh | Tat transport | PfHsp90 set2 | OPRM1-OPRD1 ag | Arr AP2 block | MOR-DOR inv ag | PKA-R1A act | AddAB inh | Ecoli viability | DSG3 Ab inh | SUMO Mot1 rescue
COc1ccccc1N1CCN(C(=O)c2ccc(Cl)c(S(=O)(=O)NCc3ccco3)c2)CC1 | 2.2 | 4 | 16 | -1.0 | 22 | 6 | -2 | -0.1 | 0.1 | / | 251
Cn1c(SCC(=O)Nc2ccc(Cl)cn2)nnc1C1CC1 | 1.7 | -1 | -51 | -1.0 | 3 | 5 | 3 | 2.0 | 1.8 | 101 | 21
CCCCCCCCNC(CO)(CO)CO | 4.4 | / | / | / | -16 | / | / | 1.4 | -3.4 | 108 | -1
CCn1c(=O)c(NC(=O)c2ccccc2)c2n(c1=S)CCCCC2 | 0.9 | -2 | -20 | -3.0 | 16 | 14 | -2 | 3.1 | -0.3 | 114 | -6
CN(C)CCNC(=O)c1ccc(Sc2ccc(Br)cc2)c([N+](=O)[O-])c1 | 2.6 | 12 | 4 | 4.6 | -15 | -22 | 0 | 1.5 | 0.1 | 102 | 37
COc1ccc(-n2nnnc2CNC(=O)C2CC(=O)N(c3ccc(Cl)cc3)C2)cc1 (centres undefined) | 0.4 | -6 | / | 0.0 | -3 | 0 | -7 | -0.9 | -1.4 | 89 | 6
O=C(CSc1ncnc2sccc12)N1CCCCC1 | 0.1 | -4 | / | -2.1 | -2 | 11 | 3 | -4.7 | -0.8 | 88 | 7
CC1SCC(NC(=O)c2cccc(Cl)c2)CS1 (centres undefined) | 1.3 | 4 | 0 | -3.2 | 39 | 16 | -6 | 1.7 | 0.2 | 100 | -28
Cc1csc(NC(=O)CSc2nc(=O)[nH]c3c2CCCC3)n1 | 2.9 | -8 | -7 | -1.8 | -1 | 10 | 1 | 1.5 | 0.4 | 95 | -4
Cc1ncc(S(=O)(=O)c2ccccc2)c(-c2ccc(Cl)cc2Cl)n1 | 2.7 | 0 | 4 | 0.6 | 10 | -3 | 6 | -0.2 | -0.2 | 108 | 0
O=C(CN1CCC(n2nnc3cc(C(F)(F)F)ccc32)CC1)Nc1ccc2c(c1)OCCO2 | 3.4 | 2 | / | 0.2 | -8 | -1 | -6 | -0.6 | 0.4 | / | 6
Cc1ccccc1NC(=O)C1CC(Cl)=CCC1C(=O)O (centres undefined) | 4.5 | 4 | / | -2.2 | 8 | 11 | -5 | 0.6 | -3.7 | 101 | -25
COCc1nnc(NC(=O)c2cccs2)s1 | 1.2 | 5 | / | -1.1 | -10 | 6 | 3 | -0.2 | -1.2 | / | 10
O=C(Oc1ccc(-c2ccccc2)cc1)c1ccco1 | 2.1 | -4 | 5 | 7.8 | 0 | -34 | -2 | / | / | 90 | /
O=C(O)CCSc1nc2ccccc2s1 | 1.4 | -4 | 8 | 0.2 | 9 | -1 | -5 | 0.4 | 2.1 | 102 | 0
CC(NC(=O)c1nn(C)c(=O)c2ccccc12)c1ccc(F)cc1 (centres undefined) | -2.8 | 5 | -19 | -0.9 | 11 | 5 | -2 | 4.2 | -0.8 | 78 | 11
COc1cccc(C2=N/C(=C\N(C)C)C(=O)O2)c1 | 2.0 | 0 | -10 | -2.7 | 9 | 11 | -6 | 0.8 | -1.7 | 100 | 9
CCC(C)(C)C1CCC2(CC1)NC(=O)N(CC(=O)NC(C)CCc1ccccc1)C2=O (centres undefined) | 2.1 | -1 | -8 | 0.0 | 12 | 0 | -5 | / | / | 99 | /
CCOc1ccc(S(=O)(=O)N2CCC(C(=O)NCc3cccnc3)CC2)cc1 | -1.3 | 2 | 3 | -3.0 | 0 | 16 | -5 | 1.3 | 1.4 | 101 | 13
N#CCCN(C1CCCCC1)S(=O)(=O)c1cccc2nsnc12 | 2.0 | -6 | -1 | -0.8 | 5 | 4 | -6 | 5.1 | -1.6 | 99 | 127
Oc1cccc(-c2nc3ccccc3s2)c1 | 2.1 | 6 | -21 | -0.9 | -3 | 4 | -10 | 0.8 | 0.5 | / | 74
CCOC(=O)NC1(C(F)(F)F)NC(=O)N(c2cccc(C(F)(F)F)c2)C1=O (centres undefined) | 0.7 | 0 | 13 | -0.4 | 0 | 2 | 8 | 3.6 | 0.0 | 108 | -11
CC#CCN1c2ccccc2[C@]23C[C@@H](C(=O)OC)N(C(=O)C4CCC4)C2=NC(C(=O)OC)=C(C(=O)OC)[C@H]13 | 1.4 | 3 | -19 | -4.4 | 5 | 20 | -4 | 0.0 | 0.1 | 102 | 33
COc1ccc(N2CCN(CCCNC(=O)Cn3c(=O)c4cccn4c4ccccc43)CC2)cc1 | 2.2 | -1 | 7 | -1.7 | -14 | 8 | -5 | 1.1 | -0.3 | 128 | -8
N#C/C(=C\c1ccc(/C=C(/C#N)c2nn(CCO)c(N)c2C#N)cc1)c1nn(CCO)c(N)c1C#N | 3.0 | -5 | 5 | -2.4 | 3 | 11 | -11 | 5.0 | 0.3 | 86* | 8

The last 4 entries of the section before come first, to join the parts:
SMILES | phage Ecoli inh | Tat transport | PfHsp90 set2 | OPRM1-OPRD1 ag | Arr AP2 block | MOR-DOR inv ag | PKA-R1A act | AddAB inh | Ecoli viability | DSG3 Ab inh | SUMO Mot1 rescue
CCOC(=O)NC1(C(F)(F)F)NC(=O)N(c2cccc(C(F)(F)F)c2)C1=O (centres undefined) | 0.7 | 0 | 13 | -0.4 | 0 | 2 | 8 | 3.6 | 0.0 | 108 | -11
CC#CCN1c2ccccc2[C@]23C[C@@H](C(=O)OC)N(C(=O)C4CCC4)C2=NC(C(=O)OC)=C(C(=O)OC)[C@H]13 | 1.4 | 3 | -19 | -4.4 | 5 | 20 | -4 | 0.0 | 0.1 | 102 | 33
COc1ccc(N2CCN(CCCNC(=O)Cn3c(=O)c4cccn4c4ccccc43)CC2)cc1 | 2.2 | -1 | 7 | -1.7 | -14 | 8 | -5 | 1.1 | -0.3 | 128 | -8
N#C/C(=C\c1ccc(/C=C(/C#N)c2nn(CCO)c(N)c2C#N)cc1)c1nn(CCO)c(N)c1C#N | 3.0 | -5 | 5 | -2.4 | 3 | 11 | -11 | 5.0 | 0.3 | 86* | 8
COc1cc(C(=O)OCC(=O)N2CC(C)OC(C)C2)cc(OC)c1OC (centres undefined) | 1.3 | 13 | -50 | -2.4 | -2 | 13 | 7 | 4.0 | -0.4 | 117 | 8
O=C(NCCC1=CCCCC1)c1cc(COc2ccc(F)cc2Cl)on1 | -0.3 | -8 | -30 | 11 | 11 | -59 | 4 | 4.2 | 2.5 | / | 76
C[C@@H]1CN([C@@H](C)CO)C(=O)c2cccc(NC(=O)C3CCCCC3)c2O[C@@H]1CN(C)C(=O)NC1CCCCC1 | 1.6 | 1 | 14 | -2.7 | -1 | 15 | -5 | 2.8 | 0.1 | 91 | -11
COc1ccc2cnn(-c3ccc(OC(F)(F)Cl)cc3)c(=O)c2c1OC | 3.1 | 9 | 0 | -2.1 | 34 | 11 | -2 | -1.8 | 1.1 | 95 | 1
NS(=O)(=O)c1ccc(Nc2c([N+](=O)[O-])cncc2[N+](=O)[O-])cc1 | 0.0 | 0 | 7 | 1.9 | 3 | -10 | 15 | 0.0 | 2.4 | 106 | 3
CC(=O)N1CCc2ccc(N)cc21 | 4.0 | -1 | -8 | -3.4 | 35 | 16 | -11 | / | / | 110 | /
CC1(C)CC(=O)C2=C(C1)Nc1ncnn1C2c1cccs1 (centres undefined) | -1.7 | -6 | 0 | -2.8 | 13 | 13 | 2 | 0.3 | 0.0 | 96 | -9
O=C(CCN1C(=O)/C(=C/c2ccc3c(c2)OCO3)SC1=S)NNC(=O)c1cccnc1 | 3.6 | 2 | 0 | 0.5 | -2 | -3 | -11 | 2.5 | -1.9 | 86 | 1
C/C(=C\C(=O)c1ccc(Br)cc1)Nc1cccc(Cl)c1 | 0.5 | 0 | 9 | 0.4 | 5 | -2 | -7 | -0.5 | -2.4 | 105 | -5
CC(C(=O)N1CCN(c2ccccc2)CC1)c1ccc([N+](=O)[O-])cc1 (centres undefined) | -1.4 | -8 | -3 | -3.2 | 15 | 15 | 1 | 4.3 | 0.3 | 116 | 5
Cc1cccc(NS(=O)(=O)c2ccc3[nH]c(=O)oc3c2)c1C | 4.6 | 27 | / | -1.8 | -1 | 10 | 1 | -2.2 | -0.8 | 97 | -2
Cc1ccc(CNC(=O)C2CCC(=O)N(Cc3cccc(C(F)(F)F)c3)C2)o1 (centres undefined) | -0.9 | 4 | 7 | -3.1 | 7 | 17 | 2 | 0.1 | 1.9 | 98 | -14
COc1ccc(C(=O)c2c[nH]c(C(=O)NCc3cccs3)c2)cc1 | -1.7 | -2 | 25 | -1.7 | 2 | 9 | -6 | 1.7 | 0.9 | 99 | 2
CCOC(=O)c1[nH]c2ccccc2c1NC(=O)c1ccc2c(c1)OCO2 | 2.1 | -4 | -4 | -0.7 | 12 | 4 | -14 | 1.8 | 1.1 | -8.4* | -10
Cc1ccc(S(=O)(=O)N[C@@H](Cc2ccccc2)C(=O)N2CCC(C(=O)N[C@@H](CC(C)C)C(=O)O)CC2)cc1 | 2.0 | -5 | 11 | -0.1 | -8 | 0 | 10 | -2.7 | -1.7 | / | 67
CCN(CC)c1nc(-c2ccccc2)cc(C(F)(F)F)c1C#N | 3.1 | -3 | / | 1.5 | 2 | -7 | 9 | 4.6 | 0.0 | 141 | 1
CC(=O)N1CCN(c2ccc(NC(=O)c3ccc(F)cc3)cc2)CC1 | -1.0 | 5 | -1 | -2.7 | 33 | 14 | 1 | / | / | 91 | 28
Cc1cc(C)cc(N(C(=O)c2ccc3c(c2)OCO3)C2C=CS(=O)(=O)C2)c1 (centres undefined) | -1.1 | 3 | 6 | -2.7 | 11 | 15 | -10 | -1.1 | 0.7 | 90 | -12
S=C(NCc1ccco1)N/N=C/c1ccc(Cl)cc1 | 1.0 | -2 | -18 | 3.1 | -3 | -16 | -7 | -0.2 | 1.8 | 113 | 31
CCc1nc(N2CCCCC2C(=O)O)c2oc3ccccc3c2n1 (centres undefined) | 0.6 | 1 | -16 | -2.0 | 20 | 11 | -5 | 0.6 | 1.6 | 105 | 6
COc1cc(/C=C/C(=O)OCC(=O)NC(=O)NC(C)C)ccc1O | 0.6 | 4 | -19 | -0.2 | 41 | 1 | 4 | 3.5 | 0.7 | 88 | 0
COC(=O)c1ccc(NC(=O)CO/N=C2\CCCc3nonc32)cc1 | 2.0 | -2 | -4 | -0.4 | 11 | 2 | -10 | 6.2 | 0.5 | 101 | -8

Look-ups from the list.
Result for COC(=O)c1ccc(NC(=O)CO/N=C2\CCCc3nonc32)cc1 in Ecoli viability: 0.5
Result for COc1ccc(C(=O)c2c[nH]c(C(=O)NCc3cccs3)c2)cc1 in SUMO Mot1 rescue: 2
